# GDH-TPI counter = GDH-TPI coupling enzyme inhibitors, primary screen, artefact control for M. tuberculosis FBA inhibitor project, biochemical, absorbance, full deck. GDH-TPI coupled enzyme counterscreen, NADH absorbance. inhibition, % at 4.8 µM. hit rate 1.2% among 360,000. AID 588335, 2011;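 also: 0% = DMSO wells and 100% = wells lacking the enzyme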
# PrPC TRFRET = inhibitors of human cell surface prion protein PrPC, primary screen, cell-based, TR-FRET; Major prion protein (Homo sapiens), P04156; TR-FRET read-out; inhibition, % at 13.8 µM; hit rate 0.43% among 370,000; AID 720596, 2013; in the data active = inhibition above about 24%; also: 0% = median of the test wells and 100% = reference compound wells
# BioA inh = M. tuberculosis BioA enzyme inhibitors, primary screen, biochemical, plate reader, single point, HTS | 7,8-diaminopelargonic acid synthase BioA (Mycobacterium tuberculosis) | purified M. tuberculosis BioA enzyme | inhibition, % at 9.99 µM | hit rate 0.096% among 360,000 | AID 602481, 2012; in the data active = inhibition above about 40%; inconclusive = no clear call, values can overlap the other calls
# BoNT-F LC inh = BoNT/F light chain protease inhibitors, primary screen, biochemical, flow cytometry, MLPCN library | Botulinum neurotoxin type F light chain protease (Clostridium botulinum) | Multiplex microsphere protease cleavage assay | inhibition, % at 10 µM | hit rate 0.22% among 360,000; in the data active = inhibition above about 35%, passing the limit was not always enough; inconclusive = no clear call, values can overlap the other calls; also: plate controls were buffer without enzyme for full effect and enzyme alone for no effect
# BoNT A protease = BoNT/A light chain protease inhibitors, primary screen, biochemical, flow cytometry, MLPCN library; Botulinum neurotoxin type A light chain protease (Clostridium botulinum A str. ATCC 3502); multiplex microsphere protease substrate cleavage; inhibition, % at 10 µM; hit rate 0.17% among 360,000; AID 588499, 2011; in the data active = inhibition above about 30%; inconclusive = no clear call, values can overlap the other calls; also: plate controls were buffer without enzyme for full effect and enzyme alone for no effect
# FBA Mtb inh = Mtb FBA enzyme inhibitors, primary screen, biochemical, fluorescence, strain H37Rv; purified M. tuberculosis FBA, fluorescence read-out; inhibition, % at 1 µM; hit rate 2.3% among 360,000; in the data active = inhibition above about 27%;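 also: 0% = vehicle and 100% = reference inhibitor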
# Target sequence (P9WQA3 whole entry, looked up): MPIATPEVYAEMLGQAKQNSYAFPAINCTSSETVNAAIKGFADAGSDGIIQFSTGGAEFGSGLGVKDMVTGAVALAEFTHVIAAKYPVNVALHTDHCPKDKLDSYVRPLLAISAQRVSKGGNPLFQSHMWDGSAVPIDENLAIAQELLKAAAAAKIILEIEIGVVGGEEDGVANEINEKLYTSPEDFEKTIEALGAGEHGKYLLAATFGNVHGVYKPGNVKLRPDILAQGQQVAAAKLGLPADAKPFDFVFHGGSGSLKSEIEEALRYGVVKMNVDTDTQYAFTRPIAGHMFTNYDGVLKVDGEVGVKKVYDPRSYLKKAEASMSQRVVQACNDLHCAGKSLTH
# UGM FP inh = M. tuberculosis UGM enzyme inhibitors, primary screen, biochemical, fluorescence polarization, single point | UDP-galactopyranose mutase (Mycobacterium tuberculosis (strain ATCC 25618 / H37Rv)), … | purified UGM, fluorescence polarization probe displacement | inhibition, % at 10 µM | hit rate 0.06% among 320,000 | AID 504406, 2011; in the data active = inhibition above about 10%, passing the limit was not always enough; inconclusive = no clear call, values can overlap the other calls
# Target sequence (P9WIQ1 whole entry, looked up): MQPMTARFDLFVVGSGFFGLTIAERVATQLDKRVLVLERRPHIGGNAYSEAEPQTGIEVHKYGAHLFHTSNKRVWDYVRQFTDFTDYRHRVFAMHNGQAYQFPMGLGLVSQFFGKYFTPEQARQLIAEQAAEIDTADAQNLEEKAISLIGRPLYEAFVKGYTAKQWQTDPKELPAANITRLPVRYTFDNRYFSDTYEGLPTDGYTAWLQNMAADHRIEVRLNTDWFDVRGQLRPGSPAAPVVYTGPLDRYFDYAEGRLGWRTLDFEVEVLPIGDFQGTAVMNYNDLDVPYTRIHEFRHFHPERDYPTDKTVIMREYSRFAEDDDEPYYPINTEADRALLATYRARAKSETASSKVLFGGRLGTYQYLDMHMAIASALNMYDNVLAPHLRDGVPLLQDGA
# CCHF vOTU inh = CCHFV vOTU protease inhibitors, primary screen, biochemical, Pep-AMC substrate, fluorescence | Crimean-Congo hemorrhagic fever virus L polyprotein viral ovarian tumor (vOTU) protease … | inhibition, % at 11.5 µM | hit rate 0.55% among 370,000 | AID 651958, 2012; also: 0% = vehicle wells with enzyme and 100% = no enzyme wells
# FadD28 binding = inhibitors of FadD28 bisubstrate probe binding, primary screen, biochemical, fluorescence polarization, single point | inhibition, % at 12.5 µM | hit rate 0.22% among 360,000 | AID 588549, 2011; in the data active = inhibition above about 8.5%, passing the limit was not always enough; inconclusive = no clear call, values can overlap the other calls
# * hit, by the source's call; u = inconclusive; x = no result given. Rule as the data show it, unless noted: active = inhibition above about 30%; inactive = the rest.
# Sample of the layout:
SMILES,GDH-TPI counter,PrPC TRFRET,BioA inh,BoNT-F LC inh,BoNT A protease,FBA Mtb inh,UGM FP inh,CCHF vOTU inh,FadD28 binding
c1ccc(CSc2nnc3ccc(-c4ccncc4)nn23)cc1,9,-12,-0.9,1,-1.4,-3,-0.7,6,-2.2
CCC(=O)Nc1ccc(NC(=O)c2ccco2)cc1,17,-4,-1.1,-6,-0.5,1,1.3,-7,-1.5
CC(=O)Nc1cccc(-c2ccnc3c2CC(C)(C(=O)Nc2cccc(C(F)(F)F)c2)O3)c1 (configuration not stated),-3,11,0.3,3,-0.4,-3,x,12,-14
CN(CCOc1ccccc1)C(=O)C1CCC(=O)N(CCCN2CCCC2=O)C1 (configuration not stated),16,12,1.1,3,-0.5,2,3.1,-4,-1.5
COCCn1c(=O)[nH]c2cc(C(=O)N3CCN(c4ccc(OC)cc4)CC3)ccc2c1=O,-2,-1,0.3,2,1.1,4,0.0,22,-3.0
O=C(Nc1cccc(Cc2ccccc2)c1)Nc1ccc2nc([C@@H]3O[C@H](CO)[C@@H](O)[C@H](O)[C@H]3O)[nH]c2c1,5,-5,-0.9,-5,-0.8,1,x,8,-4.9
CCC(C)[C@H](NC(=O)Nc1ccccc1F)C(=O)O (some centres not stated),-1,5,x,0,0.5,-3,-0.6,0,-2.8
Cc1cc2nc(-c3ccccc3)c(CC(C)(C)C)n2c(C)c1Br,x,-4,-4.6,2,0.2,-1,x,-4,0.4
Cc1nn2c(N)c(C#N)cnc2c1-c1ccccc1,13,3,-1.7,-10,-0.1,-3,2.4,-2,-0.3

# Main list, from the first entry:
SMILES,GDH-TPI counter,PrPC TRFRET,BioA inh,BoNT-F LC inh,BoNT A protease,FBA Mtb inh,UGM FP inh,CCHF vOTU inh,FadD28 binding
c1ccc(CSc2nnc3ccc(-c4ccncc4)nn23)cc1,9,-12,-0.9,1,-1.4,-3,-0.7,6,-2.2
CCC(=O)Nc1ccc(NC(=O)c2ccco2)cc1,17,-4,-1.1,-6,-0.5,1,1.3,-7,-1.5
CC(=O)Nc1cccc(-c2ccnc3c2CC(C)(C(=O)Nc2cccc(C(F)(F)F)c2)O3)c1 (configuration not stated),-3,11,0.3,3,-0.4,-3,x,12,-14
CN(CCOc1ccccc1)C(=O)C1CCC(=O)N(CCCN2CCCC2=O)C1 (configuration not stated),16,12,1.1,3,-0.5,2,3.1,-4,-1.5
COCCn1c(=O)[nH]c2cc(C(=O)N3CCN(c4ccc(OC)cc4)CC3)ccc2c1=O,-2,-1,0.3,2,1.1,4,0.0,22,-3.0
O=C(Nc1cccc(Cc2ccccc2)c1)Nc1ccc2nc([C@@H]3O[C@H](CO)[C@@H](O)[C@H](O)[C@H]3O)[nH]c2c1,5,-5,-0.9,-5,-0.8,1,x,8,-4.9
CCC(C)[C@H](NC(=O)Nc1ccccc1F)C(=O)O (some centres not stated),-1,5,x,0,0.5,-3,-0.6,0,-2.8
Cc1cc2nc(-c3ccccc3)c(CC(C)(C)C)n2c(C)c1Br,x,-4,-4.6,2,0.2,-1,x,-4,0.4
Cc1nn2c(N)c(C#N)cnc2c1-c1ccccc1,13,3,-1.7,-10,-0.1,-3,2.4,-2,-0.3
COc1cc(C(=O)Nc2ccc(S(=O)(=O)Nc3cc(C)on3)cc2)cc(OC)c1OC,1,4,-1.8,5,0.4,2,-0.6,3,-0.3
O=C(O)c1ccc2c3c(cccc13)C(=O)N(c1ccccc1)C2=O,16,-42,-0.7,4,2.1,1,0.2,8,1.4
Cc1nnc(SCC(=O)NNC(=O)c2ccccc2)n1Cc1ccccc1,3,10,-0.9,-1,-0.6,-1,1.2,-4,-2.0
CC(C)c1nc(Cl)c(C#N)c2c1CCCC2,8,13,x,7,-0.2,-1,-4.4,17,-0.8
OC(CCN1CCOCC1)(c1ccc(Cl)cc1)C1CCCCC1 (configuration not stated),1,4,0.9,-13,-0.6,-3,1.2,9,-5.4
Cc1csc(C(=O)O)c1NC(=O)c1c(Cl)cccc1Cl,15,2,0.7,-14,-2.0,-1,-0.7,8,-1.8
CC1=C(/C=C/c2ccccc2)CCN(C)C1,5,-7,-0.9,-9,-0.8,2,2.8,6,-2.7
COC(=O)C1=C(C(=O)OC)[C@@H]2N(C)c3ccccc3[C@@]23C[C@@H](C(=O)OC)N=C3N1,3,4,-0.4,-7,0.1,-3,2.1,-7,-2.8
Cc1cc(NC(=O)c2cc(C3CC3)on2)no1,-6,-11,0.7,1,-0.3,0,-5.1,1,-4.3
O=c1[nH]c(N2CCOCC2)cc2ccccc12,0,2,2.3,4,-0.3,45*,2.9,5,-3.0
C=CCC[C@H](Cc1ccc(F)cc1)C(=O)OC[C@@H](Cc1c[nH]c2ccccc12)NC(=O)[C@@H](CC=C)CC(=O)N[C@@H](CO)Cc1ccccc1,1,15,-1.4,-5,0.4,-2,0.7,32*,-5.1
O=C1Nc2ccccc2O/C1=C\c1ccccc1Br,5,12,0.0,25,3.2,21,1.4,-12,0.6
Cc1cc(NC(=O)Nc2ccc(Cl)cc2)n(-c2ccccc2)n1,-3,10,0.4,11,0.7,2,0.9,9,-3.5
CCOC(=O)c1cc(C#N)c(Oc2ccc(F)cc2)nc1-c1ccccc1,-5,7,-1.9,-2,0.2,-1,0.1,11,-4.5
Cc1ccc2c(c1)COc1c3ccc(C(=O)N[C@@H](CO)C(C)C)cc3nn1-2,21,-21,-1.6,-6,-0.7,33*,0.9,-17,-1.9
O=C(NCc1ccncc1)[C@@H]1CCCN1C(=O)[C@H]1CCCN1C(=O)c1cccc(Cl)c1,x,-6,x,6,-0.7,x,x,1,x
CC1CC(=O)c2c(cc3c(-c4c(O)cc(O)c5c(O)c6c(cc45)OC(C)CC6=O)c(O)cc(O)c3c2O)O1 (configuration not stated),17,x,2.3,-91,-3.7,-6,5.2,x,13*
CCOc1ccc(-c2ccc(SC)nn2)cc1,3,-1,1.6,-3,-0.3,1,-2.8,13,0.7
CC(CNC(=O)COC(=O)c1ccco1)c1ccccc1 (configuration not stated),-2,4,-0.5,-4,-0.2,-1,-0.7,-12,-1.4
CCN(CC)CCCn1c(=S)[nH]c2cc(C(=O)OC)ccc2c1=O,13,-12,x,-3,0.9,6,0.7,-5,-2.1
O=C(O)/C=C/C(=O)Nc1ccc(NC(=O)c2ccccc2)c(Cl)c1,13,3,x,-7,-1.1,4,0.0,-2,-1.4
COc1ccccc1C(=O)NC(=S)Nc1ccc(S(=O)(=O)N2CCN(C)CC2)cc1,6,-6,-0.7,0,-0.5,1,4.0,10,-4.1
O=C([C@H]1O[C@@H](n2ccc(=O)[nH]c2=O)[C@H](O)[C@@H]1O)N1CCN(c2ccc(Cl)cn2)CC1,x,0,0.3,-2,-0.1,13,x,-9,-0.8
O=C(Cc1cn2ccsc2n1)NCCc1ccc(F)cc1,-15,0,-0.4,-1,0.1,8,-3.4,12,-2.8
O=C1ON=C(c2ccccc2)/C1=C/c1ccc(OS(=O)(=O)c2ccccc2)cc1,9,6,x,11,1.4,-3,-2.7,7,2.3
CCOc1nc(C)cc(C)c1S(=O)(=O)c1cccc(Cl)c1,-3,1,-1.0,4,0.6,1,0.4,17,-0.7
CC(NC(=O)c1c(Cl)cnn1C)C1CCCO1 (configuration not stated),8,-10,-1.8,1,-0.7,-6,-2.8,-6,-1.5
Cc1nc(-c2ccc(-c3ccon3)s2)no1,6,-22,x,12,0.0,6,-0.3,-12,-0.9
CCOc1ccc(NC(=O)COc2ccc(S(=O)(=O)N3CCOCC3)cc2)cc1,-2,1,1.8,0,-0.4,-5,-2.2,12,-3.4
O=S(=O)(c1ccc(S(=O)(=O)N(Cc2ccc(F)cc2)C2CCCC2)cc1)N1CCCC1,12,-6,-1.3,-9,-1.0,-1,x,6,-2.8
O=C1c2ccccc2CN1CCSC(=S)N1CCOCC1,9,-3,-1.4,-23,-4.3,-1,0.3,-2,-0.6
CC1CCN(CC(=O)Nc2ccccc2C(=O)c2ccccc2)CC1,-3,0,x,-3,-0.2,-1,0.8,2,-2.1
O=c1nc(SCc2ccccc2Cl)nc(-c2ccc(Cl)cc2)[nH]1,-1,-1,-0.4,u,-1.2,2,1.7,6,-2.2
CCc1ccc(-c2cn(C3CCCCC3)c(=S)[nH]2)cc1,0,21,x,-3,-1.6,13,0.0,4,-3.1
O=C(O)CSc1nnc(-c2ccncc2)n1C1CCCCC1,-12,0,-2.1,4,u,1,-0.9,-9,-0.7
Cc1cccnc1NC(=O)c1cccc(S(=O)(=O)N2CCCC2)c1,-12,3,1.2,-1,0.4,1,-2.1,-6,-1.7
O=C(Nc1nnc(SCc2ccccc2)s1)c1ccco1,22,-7,-0.7,4,0.8,-10,0.0,4,-2.2
O=C(CSc1nc2ccccc2c(=O)n1-c1ccc(F)cc1F)c1c[nH]c2ccccc12,0,0,-0.1,-2,0.0,-1,0.2,-1,-1.3
CCn1cc(Cl)c(C(=O)NNC(=O)CCn2ccc([N+](=O)[O-])n2)n1,4,-6,-0.3,-2,-0.4,1,-3.2,1,-1.7
COc1ccc(-c2nnc(SCC(N)=O)n2N)cc1,9,-7,-1.5,5,1.5,-4,-0.3,1,-4.2
Nn1c(SCc2ccc(Br)cc2)nnc1-c1ccncc1,0,3,x,-7,-1.1,-3,-0.4,6,-2.2
CCCN(CCC)CCNS(=O)(=O)c1ccc2c(c1)CCN2C(=O)C1CCC1,6,5,x,-26,-3.5,0,-1.3,2,0.2
c1nc(CCO[C@H]2CCCCO2)cc2cc3c(cc12)OCO3,0,4,-0.6,-3,0.1,3,2.5,6,-2.6
Cc1cccc(C(C)C)c1NC(=O)c1ccc(CN(c2ccccc2)S(=O)(=O)c2ccccc2)cc1,5,9,0.2,1,-0.1,-1,-2.0,-1,0.5
Cc1nn2c(-n3ccnc3C)c3c(nc2c1-c1ccccc1)CCC3,3,-10,5.8,-8,0.0,7,-3.5,-18,-0.8
COc1cccc(Nc2ccc(C(=O)O)cc2N)c1,15,-16,5.7,4,-0.1,62*,3.5,-223,x
CCN(c1ccccc1)S(=O)(=O)c1cccc(C(=O)NCCN2CCOCC2)c1,-3,9,1.2,-10,-2.1,-1,1.1,10,-1.2
Cc1ccc(O)c(C(=O)c2cc(C#N)c(=O)n(C(C)c3ccccc3)c2)c1 (configuration not stated),13,6,x,-2,-0.1,-4,-0.1,12,-5.7
COc1ccc(CCN2CC(C(=O)OCC(=O)Nc3c(C)nn(-c4ccccc4)c3C)CC2=O)cc1OC (configuration not stated),4,-1,-0.8,-2,-1.7,2,0.0,3,0.5
CN(C)S(=O)(=O)c1cccc(C(=O)Nc2ccccc2N2CCCCC2)c1,-12,-3,-0.4,-6,2.5,-5,-4.8,16,x
CC(NC(=O)COC(=O)CSCc1ccccc1)c1ccccc1 (configuration not stated),8,-2,x,0,-1.0,-2,-1.8,3,-1.6
Cc1cc(C)c2nc(NC(=O)c3ccco3)sc2c1,17,-4,-0.5,-8,-3.0,8,-1.3,12,-0.3

# Assay outcomes deposited in PubChem by several laboratories.
